Large T inhibition – SV40 large T antigen inhibitors, biochemical (AID 1903); SV40 large T antigen ATPase/helicase inhibition assay; higher % means a stronger effect; inhibition, % at 20 µM; hits with a dose series show IC50 in µM; 310,000 tested, 0.39% active; in the data active = a potency from the dose series; inconclusive = inhibition mostly from about 32% at the one dose, without a potency; inactive = the rest, 99 in 100 with inhibition below about 32%; also: strong numbers were not always called active
UTI89 phage lysis – protection from phage-mediated lysis, alamar blue read-out – E. coli UTI89, K1F phage, bacterial capsule biogenesis inhibitors (AID 488966); E. coli UTI89 K1F phage lysis, alamar blue, 2 h; higher % means a stronger effect; one-dose inhibition, % at 100 µM; IC50 in µM for titrated hits; 340,000 tested, 0.02% active;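 active = phage lysis inhibition, versus mean bacterial control, above a set limit; inconclusive = no clear call, values can overlap the other calls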;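 also: capsule biogenesis inhibitors block K1F phage lysis so surviving cells raise fluorescence; higher fluorescence means more inhibition of phage lysis; actives were called in the ten point dose series up to 300 µM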
Siah-1 displacement – blockers of Siah-1 interaction with plectin peptide – biochemical, fluorescence polarization, rhodamine-plectin, uHTS, primary screen (AID 1817). Siah-1 / rhodamine-plectin peptide fluorescence polarization; higher % means a stronger effect. displacement, % at 20 µM; hits with a dose series show IC50 in µM. 290,000 tested, 0.02% active;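 active = displacement of at least 50% at 20 µM, with a fluorescence ratio check between 0.3 and a set limit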;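 also: plate controls were Siah plus tracer with DMSO for no effect and tracer alone without Siah for full effect; strong numbers were not always called active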
Rac1 GTP hydrolysis – MgcRacGAP GTPase-activating activity inhibitors, confirmation, biochemical, ADP Hunter fluorescence; 340,000 tested, 0.6% active; MgcRacGAP-stimulated Rac1 GTP hydrolysis, ADP Hunter fluorescence; higher % means a stronger effect; GST-tagged Rac1 F28L mutant substrate; one-dose inhibition, % at 30 µM; IC50 in µM for titrated hits; AID 624330;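 active = first-screen hits whose inhibition reached a set limit at any dose in the follow-up dose series; inconclusive = inhibition above the set first-screen limit but never retested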;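 also: fluorescence reports GDP produced by GAP-driven GTP hydrolysis; strong numbers were not always called active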
AID2073 – disruptors of CaV2.2 binding to Mint1 – biochemical, HTRF (AID 2073). 290,000 tested, 0.19% active. inhibition, % at 20 µM; hits with a dose series show IC50 in µM. HTRF protein-protein interaction, Mint1-CaV2.2; higher % means a stronger effect; in the data active = inhibition mostly above about 51%, no sharp cut-off; inconclusive = no clear call, values can overlap the other calls; inactive = mostly below about 53%; also: some results filed as inactive read as strong as hits
NTR1 agonist – NTR1-driven beta-arrestin-GFP spot formation – imaging, U2OS cells, high content, primary screen (AID 493036). P30989. 330,000 tested, 0.17% active. activation, % at 20 µM. agonist mode;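 active = activation at or above 40% of the spot to cytoplasm intensity ratio, with at least 20 cells analyzed; inconclusive = wells under 20 cells, flagged as cytotoxic or low count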;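 also: 0% = DMSO without peptide and 100% = 100 nM NTR1 peptide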
Target sequence (P30989 whole entry, looked up): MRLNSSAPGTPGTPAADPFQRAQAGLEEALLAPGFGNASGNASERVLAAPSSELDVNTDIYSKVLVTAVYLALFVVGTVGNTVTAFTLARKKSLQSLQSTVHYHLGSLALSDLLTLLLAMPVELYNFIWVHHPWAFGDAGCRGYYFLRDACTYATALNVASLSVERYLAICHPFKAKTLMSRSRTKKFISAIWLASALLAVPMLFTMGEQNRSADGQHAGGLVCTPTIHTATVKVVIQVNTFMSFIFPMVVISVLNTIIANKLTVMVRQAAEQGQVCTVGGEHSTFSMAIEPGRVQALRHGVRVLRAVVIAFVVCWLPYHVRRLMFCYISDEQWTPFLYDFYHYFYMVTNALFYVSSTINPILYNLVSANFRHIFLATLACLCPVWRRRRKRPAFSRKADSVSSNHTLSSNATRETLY
RSV antiviral HEp-2 – RSV antiviral activity via CPE protection, HEp-2 cells, primary 10 µM value included (AID 2391); 310,000 tested, 0.13% active; HEp-2 cells, RSV-induced CPE inhibition; higher % means a stronger effect; CPE inhibition, % at 10 µM; hits with a dose series show IC50 in µM; in the data active = a potency from the dose series; inconclusive = CPE inhibition mostly from about 23% at the one dose, without a potency; inactive = the rest, 99 in 100 with CPE inhibition below about 21%; also: strong numbers were not always called active
West Nile antiviral – inhibition of WNV-induced cytopathic effect – cell-based, CPE readout (AID 1621); West Nile virus-infected cells, CPE inhibition; higher % means a stronger effect; CPE inhibition, % at 10 µM; hits with a dose series show IC50 in µM; 290,000 tested, 0.02% active; in the data active = a potency from the dose series; inconclusive = CPE inhibition mostly from about 3.7% at the one dose, without a potency; inactive = the rest, 99 in 100 with CPE inhibition below about 2.2%; also: strong numbers were not always called active
NS5 inhibitors – Dengue-2 NS5 methyltransferase inhibitors, primary screen, biochemical, confirmation dose response (AID 588689). Dengue-2 NS5 methyltransferase capping enzyme assay, biochemical; higher % means a stronger effect. one-dose inhibition, % at 25 µM; IC50 in µM for titrated hits. 340,000 tested, 0.3% active; in the data active = a potency from the dose series; inconclusive = inhibition above about 29% without an active follow-up result
NTR1 agonist cell count 20 µM – also measured in NTR1 agonist; calls as there; cell count; measured here: cell count, cytotoxicity flag
NS5 inhibitors pilot replicate – second read-out of NS5 inhibitors, no call of its own (marks repeat the call); inhibition, %; measured here: pilot screen replicate inhibition
* = called active by the depositor; ? = inconclusive; . = not tested or not shown; [ ] = remark or other dose.

SMILES	Large T inhibition	UTI89 phage lysis	Siah-1 displacement	Rac1 GTP hydrolysis	AID2073	NTR1 agonist	NTR1 agonist cell count 20 µM	RSV antiviral HEp-2	West Nile antiviral	NS5 inhibitors	others
CCOc1ccc(NS(=O)(=O)c2ccc(C(=O)NCC(c3cccs3)N3CCOCC3)cc2)cc1 (stereo unspecified)	12%	-0.5%[50 µM]	.	8%	.	3.9	74	-2.6%	.	-4%
Nc1nccc(/C=C/c2c(Cl)cccc2Cl)n1	12%	1.5%	-4%	6%	-9%	0.9	60	.	-0.1%	-5%
COc1ccc(N=C2C(=O)Nc3ccc(C)c(Br)c32)cc1	-2%	5.8%	-4%	23%	-3%	4.8	66	5.7%	-0.4%	-3%
C=CCSc1nc2sc3c(c2c(=O)n1CC)CCC3	2%	0.5%	-6%	6%	-13%	4.4	55	3.2%	-1.2%	-7%
Cc1onc(-c2c(F)cccc2Cl)c1C(=O)OCc1nnc(-c2ccccc2)o1	.	-1.3%	.	9%	.	-2.5	47	0.7%	.	4%
Cc1ccc(-n2nc3c(N4CCC(C(=O)NCCc5cccs5)CC4)nnc(C)c3c2C)cc1	11%	0.1%	-1%	8%	12%	2.3	58	9.2%	-0.7%	-16%
COc1ccc(S(=O)(=O)Cc2ccc(C(=O)N3CCN(C4CCCCC4)CC3)o2)cc1	3%	3.1%	-1%	-2%	14%	3.1	56	1.0%	-0.6%	0%
COc1ccc(Cl)cc1S(=O)(=O)N1CCCC(C(=O)NCC(N)=O)C1 (stereo unspecified)	.	1.3%	.	6%	.	6.3	62	2.7%	0.5%	1%
CCSC1=NC(C)(C)C=C(C)N1	5%	0.5%	4%	3%	3%	-0.6	66	1.1%	0.0%	-1%
COc1cc(/C=N/NC(=O)c2cccc(N3CCCC3=O)c2)ccc1O	28%	0.2%	-8%	31µM*	5%	-0.3	50	1.6%	0.4%	-3%
COc1ccccc1C(=O)COC(=O)Cc1n[nH]c(=O)c2ccccc12	9%	1.2%[50 µM]	.	6%	.	0.9	78	-0.6%	.	1%
COc1cc(NC(=O)c2ccco2)c(OC)cc1NC(=O)c1cc(OC)c(OC)c(OC)c1	5%	1.0%	5%	5%	25%	1.5	83	1.5%	1.3%	-9%
CC(C)CN1CCC(=O)N([C@H](CO)Cc2ccccc2)CC1	-1%	-0.2%	-3%	1%	6%	-4.6	51	0.6%	-0.2%	2%
Cc1cnc(C(=O)Nc2ccc(N3CCCCC3)cc2)cn1	22%	0.2%	1%	-1%	-1%	0.4	52	4.3%	-0.4%	-12%
CNC(=O)N/N=C(\N)c1ccccn1	10%	-1.2%	13%	9%	2%	-0.5	42	.	0.1%	-4%
CC1(C)CC(=O)C(C=Nc2ccc3c(c2)OCO3)=C(O)C1	13%	-0.1%	2%	8%	-15%	-0.9	47	1.2%	-0.2%	1%
COc1ccc(NC(=O)CCNC(=O)c2ccco2)cc1S(=O)(=O)N(C)C	2%	0.3%	-8%	-2%	11%	0.3	56	0.7%	0.2%	-8%
Cc1csc(NC(=O)CN2CCCCCC2)n1	4%	0.6%[50 µM]	0%	25%	1%	2.1	42	0.9%	-0.3%	4%
O=C(Nc1ccc2c(c1)CCC2)Nc1ccccc1Cl	24%	-0.2%[50 µM]	5%	4%	10%	2.6	54	14%	-0.6%	-6%
O=C1CC(C(=O)O)C2(CCCC2)O1 (stereo unspecified)	.	-0.8%	.	0%	.	0.3	84	1.2%	0.7%	-2%
CC(=O)c1c(C)[nH]c(C(=O)Nc2nccs2)c1C	-12%	0.2%	8%	-6%	23%	-0.8	62	5.0%	-0.4%	-2%
CC1=CCC2([N+](=O)[O-])CN(CC(=O)O)CC1([N+](=O)[O-])C2 (stereo unspecified)	2%	6.0%	-3%	4%	-6%	-0.5	48	0.8%	0.7%	-4%
CCCNc1nc(OCC(F)(F)F)nc(OCC(F)(F)F)n1	20%	1.4%	2%	2%	17%	-1.3	49	-0.4%	-0.5%	-3%
COc1cc(CCCN2C(=O)C(=O)NC[C@@H]2C(C)O)cc(OC)c1OC (stereo partly specified)	18%	-1.1%	1%	0%	?	0.0	51	2.9%	0.0%	-6%
Cc1ccc(-c2csc(NC(=S)NC(=O)c3cccs3)n2)cc1	1%	5.1%	-7%	6%	-4%	4.0	38	1.1%	-0.5%	-3%
O=C(CN(Cc1ccc(F)cc1)C(=O)c1csnn1)NC1CCCC1	6%	0.1%	5%	11%	25%	1.1	57	1.0%	-0.2%	8%
CCOC(=O)CN(C(=O)CNC(=O)c1cccs1)C(C(=O)NC1CCCCC1)c1cccnc1 (stereo unspecified)	1%	2.9%	-1%	6%	-4%	-0.5	59	0.4%	-0.1%	7%
CC(C)Cn1c(SC(C)C(=O)Nc2ccc(N3CCOCC3)cc2)nc2ccccc21 (stereo unspecified)	25%	-0.5%	-1%	-6%	-2%	3.0	86	1.1%	-0.2%	4%
COc1ccc(Cl)cc1NC(=O)CN(C)CC(=O)Nc1ccc(Br)cc1	5%	0.1%	2%	4%	-15%	-1.4	63	12%	-1.4%	-3%
O=[N+]([O-])c1ccc(COc2ncnc3ccccc23)cc1	5%	0.3%	5%	2%	-7%	-0.3	58	4.8%	0.5%	-4%

Continued, starting with the last two of the part before.
SMILES	Large T inhibition	UTI89 phage lysis	Siah-1 displacement	Rac1 GTP hydrolysis	AID2073	NTR1 agonist	NTR1 agonist cell count 20 µM	RSV antiviral HEp-2	West Nile antiviral	NS5 inhibitors	others
COc1ccc(Cl)cc1NC(=O)CN(C)CC(=O)Nc1ccc(Br)cc1	5%	0.1%	2%	4%	-15%	-1.4	63	12%	-1.4%	-3%
O=[N+]([O-])c1ccc(COc2ncnc3ccccc23)cc1	5%	0.3%	5%	2%	-7%	-0.3	58	4.8%	0.5%	-4%
CCCCOCCCNC(=O)c1cccs1	-2%	-0.2%	7%	1%	-4%	-1.4	42	0.8%	0.1%	-1%
O=C(O)c1ccc(Nc2nc(-c3cccnc3)nc3ccccc23)cc1	11%	.	4%	.	18%	1.7	69	0.3%	.	.
COc1ccc(/C=N/NS(=O)(=O)c2ccc(C)cc2)cc1	21%	0.1%	3%	3%	2%	-0.6	81	5.1%	0.0%	-7%
O=S(=O)(c1ccc(Br)s1)N1CCc2ccccc2C1	0%	-0.2%	3%	17%	4%	3.2	43	1.8%	0.8%	-2%
CCOC(=O)c1ccc(NC(=O)CCc2nnc3ccc(N4CCCC4)nn23)cc1	10%	0.4%	0%	3%	25%	1.1	64	6.9%	0.4%	1%
Cc1ccc(N(CC(=O)Nc2c(C)n(C)n(-c3ccccc3)c2=O)S(C)(=O)=O)cc1C	21%	0.1%	-4%	15%	-5%	0.0	64	1.4%	1.0%	.
COc1ccc(C2NC(c3ccc(OC)cc3)C(c3ccccc3)C(=O)C2c2ccccc2)cc1 (stereo unspecified)	11%	0.4%[50 µM]	4%	7%	4%	0.6	79	11%	-0.8%	-2%
CCc1nc(NC(=O)c2sc(C)nc2C)sc1C(=O)OC	6%	0.9%[50 µM]	-3%	5%	13%	-0.5	52	1.6%	-0.7%	6%
O=C(Oc1ccccc1C(=O)Oc1ccccc1)c1cccnc1	-2%	0.8%	0%	1%	-7%	1.0	44	-1.6%	0.8%	-8%
CC(C)(C)OC(=O)N1CCC(c2c(C(=O)O)cnn2-c2ccccc2Cl)CC1	3%	-0.8%	3%	0%	-4%	-0.3	59	1.6%	-0.2%	-4%
O=C(CCC(=O)N(CC(=O)NC1CCCC1)Cc1ccccc1)Nc1nccs1	6%	-0.1%	2%	3%	6%	-1.3	41	1.4%	-0.7%	-6%
Cc1ccoc1C(=O)Nc1cccc2ccccc12	11%	0.1%	-4%	1%	0%	-1.2	41	0.6%	-0.8%	3%	NS5 inhibitors pilot replicate=0.6
O=C(CCN1C(=O)c2ccccc2C1=O)OCn1nnc2ccccc2c1=O	-2%	1.1%	1%	-15%	-11%	-1.4	101	0.5%	0.7%	6%
CCCCN(C(=O)CCC(=O)Nc1cc(C)on1)C(C(=O)NC1CCCC1)c1ccc(F)cc1 (stereo unspecified)	16%	-0.6%	-1%	-2%	-6%	0.8	43	3.1%	-0.2%	-14%
N#C/C(=N\Nc1ccc(Cl)cc1)C(=O)c1ccsc1	11%	-0.1%	1%	12%	-15%	5.3	42	7.2%	-1.2%	13%
CC(C)=CCC/C(C)=C/CNC(=O)C[C@H]1C[C@H](C(=O)N2CCCCC2)[C@@]2(CCc3ccccc3)c3[nH]c4cc(CCC(=O)N(C)C)ccc4c3CCN2C1=O	.	0.0%	.	1%	.	0.3	52	.	.	7%	NS5 inhibitors pilot replicate=0.3
COc1cccc(-c2cc(C(=O)Nc3c(C)n(C)n(-c4ccccc4)c3=O)no2)c1	5%	0.1%	-3%	4%	3%	1.6	97	2.3%	-1.5%	0%
O=C(Nc1ccccc1)c1nc[nH]c1C(=O)NCCCCNC(=O)c1[nH]cnc1C(=O)Nc1ccccc1	.	0.1%	.	10%	.	7.1	48	.	.	-9%
c1ccc(-n2cnc3cc(NCc4cccs4)ccc32)cc1	12%	-0.8%	-1%	-11%	?	3.3	84	1.7%	0.1%	35%	NS5 inhibitors pilot replicate=-1.4
O=[N+]([O-])c1cccc(C2CC(c3ccccc3)=NN2c2ccccc2)c1 (stereo unspecified)	22%	0.2%	1%	8%	18%	3.0	49	21%	-0.7%	-9%
Cc1ccc(S(=O)(=O)N2CCCN(c3nc4cc(C)ccc4cc3C#N)CC2)cc1	6%	2.5%	0%	-4%	12%	1.7	54	?	0.9%	-3%
O=C(NC1CCCc2ccccc21)c1ccc(Br)cc1 (stereo unspecified)	23%	6.7%	2%	1%	-6%	1.1	74	6.1%	0.1%	4%
NC(=O)CNC1CC(=O)N(CCc2ccccc2)C1=O (stereo unspecified)	9%	-0.6%	0%	12%	2%	-0.4	52	0.6%	0.1%	0%
CC(=O)c1ccc(OCCCC(=O)Nc2cccc(S(=O)(=O)N(C)C)c2)cc1	7%	1.9%[50 µM]	18%	-1%	-3%	-1.3	58	2.0%	-1.1%	-5%
CCN(CC)c1ccc2oc(=O)c(C)nc2c1	8%	-2.8%	1%	-105%	-30%	-1.4	47	0.9%	0.4%	?
COc1ccc(CC(=O)OCC(=O)NC2CCCC(C)C2C)cc1OC (stereo unspecified)	.	0.4%	.	0%	.	1.6	56	.	.	-1%
COc1ccc(CNC(=O)C2(CC(=O)NC(C)(C)C)CCCC2)cc1	5%	0.0%	10%	8%	7%	0.9	86	3.0%	-0.2%	-1%
CCOC(=O)c1c(NC(=O)CSc2nnc(C)o2)sc(C)c1C	3%	1.6%[50 µM]	0%	5%	3%	1.5	71	2.3%	0.0%	-6%
